Rhodamine autofl – qHTS Assay for Spectroscopic Profiling in Rhodamine Spectral Region. Rhodamine-region fluorescence, 547/598 nm, Tris buffer; stronger effect = higher value. hit rate 0.05% among 59,000. max dye-equivalent concentration, M. AID 594, 2007; in the data active means max dye-equivalent concentration above about 11 nM; inconclusive means between about 1.1 nM and that limit
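Steps: pin-transfer compounds into pH 8.0 Tris (100 mM), hold 15 min at room temperature, image with a 547/598 nm filter pair, and convert intensities to rhodamine-equivalent concentration using a six-point on-plate rhodamine series.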
Caspase-7 inhib – qHTS Assay for Allosteric/Competitive Inhibitors of Caspase-7; recombinant caspase-7, Ac-DEVD-AFC fluorescence rate; AID 889, 2007; P55210; Potency, µM (doses to about 57.5 µM), for the others: top-dose activity change, negative = inhibition, most hits filed as inhibitors; hit rate 0.02% among 75,000; active means well fitted inhibition curve with a large enough effect in the main read-out, with a control signal flat, not every such curve was filed as active; inconclusive means small, poorly fitted or top-dose-only effect, or a change in a side signal; further: potency means the concentration at half of the fitted maximal effect; % of control where 0% means no effect
Fluorescein fluor – qHTS Assay for Spectroscopic Profiling in Fluorescein Spectral Region. AID 593, 2007. max fluorescein-equivalent concentration, M. Compound autofluorescence, 480/540 nm, fluorescein-equivalent; stronger effect = higher value. hit rate 0.91% among 59,000; in the data active means max fluorescein-equivalent concentration above about 10 nM; inconclusive means between about 1.1 nM and that limit
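In this qHTS profile, compound fluorescence was measured with a 480 nm/540 nm filter pair following a 15-min room-temperature incubation in 100 mM Tris (pH 8.0). A six-point fluorescein series on each plate served for normalization.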
HADH2 inhib – qHTS Assay for Inhibitors of HADH2 (Hydroxyacyl-Coenzyme A Dehydrogenase, Type II); Potency, µM (top dose mostly 57.1 µM), inactives show at the highest dose activity change, negative = inhibition, most hits filed as inhibitors; AID 886, 2007; recombinant HADH2, NADH fluorescence, beta-hydroxybutyryl-CoA; hit rate 3.4% among 73,000; 3-hydroxyacyl-CoA dehydrogenase type-2 (Homo sapiens), Q99714; further: potency means the concentration at half of the fitted maximal effect; on the % scale 0 is the no-effect control and ±100 the full control effect; nearly all actives have a fitted effect of over 60% in size; many of its hits are not listed in these tables
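His-tagged recombinant enzyme from E. coli, 20 nM, preincubated 15 min RT with compound; reaction started with 1 mM NAD+ and 90 uM beta-hydroxybutyryl-CoA in 100 mM Tris-HCl pH 9.0. NADH fluorescence (ex 360/em 450) read over 4 min; last-minus-first difference.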
FLuc inh – qHTS Assay for Inhibitors of Firefly Luciferase; Luciferin 4-monooxygenase (Photinus pyralis), P08659; purified firefly luciferase, luminescence, 8 min; Potency, µM (doses to about 57.1 µM), for the others: top-dose activity change, negative = inhibition, actives largely listed as inhibitors; hit rate 2.2% among 72,000; AID 411, 2009; further: potency means the concentration at half of the fitted maximal effect; on the % scale 0 is the no-effect control and ±100 the full control effect; nearly all actives have a fitted effect of over 40% in size
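Luminescence read-out after 8 min at room temperature; enzyme reaction used luciferin plus 10 uM ATP (linear range) in imidazole buffer pH 7.2 with KCl, MgCl2, Tween 20 and BSA. Each sample was run as a titration.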
Tau filament bind – qHTS Assay for Tau Filament Binding; Microtubule-associated protein tau (Homo sapiens), P10636; recombinant tau filaments, thioflavin S fluorescence, 15 h; filaments grown with octadecylsulfate alongside compound; Potency, µM (highest dose often 57.1 µM), for inactives: at the highest dose activity change, negative = inhibition; hit rate 2% among 71,000;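 further: potency means the concentration at half of the fitted maximal effect; on the % scale 0 is the no-effect control and ±100 the full control effect; actives lower thioflavin S fluorescence by blocking filaments or displacing dye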
Target sequence (P10636 whole entry, looked up): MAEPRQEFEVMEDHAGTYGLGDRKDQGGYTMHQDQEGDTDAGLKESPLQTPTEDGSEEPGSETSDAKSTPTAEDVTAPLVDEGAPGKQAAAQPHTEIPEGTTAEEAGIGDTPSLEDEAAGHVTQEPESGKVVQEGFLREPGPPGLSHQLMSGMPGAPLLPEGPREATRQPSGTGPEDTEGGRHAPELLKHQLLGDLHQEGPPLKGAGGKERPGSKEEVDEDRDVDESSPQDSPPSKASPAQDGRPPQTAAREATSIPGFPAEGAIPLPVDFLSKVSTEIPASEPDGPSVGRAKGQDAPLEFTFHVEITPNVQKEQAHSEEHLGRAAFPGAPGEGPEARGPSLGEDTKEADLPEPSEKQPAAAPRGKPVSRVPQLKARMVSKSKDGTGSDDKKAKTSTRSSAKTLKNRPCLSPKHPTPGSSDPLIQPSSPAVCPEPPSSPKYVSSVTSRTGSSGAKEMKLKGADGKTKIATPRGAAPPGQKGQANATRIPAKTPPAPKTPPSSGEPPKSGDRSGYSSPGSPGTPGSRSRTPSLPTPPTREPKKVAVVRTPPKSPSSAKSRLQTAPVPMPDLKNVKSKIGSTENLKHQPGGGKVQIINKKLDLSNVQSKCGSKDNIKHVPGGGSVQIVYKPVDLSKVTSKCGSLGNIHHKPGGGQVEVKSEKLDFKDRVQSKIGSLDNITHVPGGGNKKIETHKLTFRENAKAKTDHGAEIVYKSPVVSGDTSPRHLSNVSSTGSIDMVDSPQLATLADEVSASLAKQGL
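Quantitative HTS: thioflavine S signal from ODS-induced tau filaments, excited at 450 nm, emission 510 nm. Conditions: 1 uM tau, 30 uM ODS, 15 h at 37 C, pH 7.4.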
ERK AVP inh – qHTS Assay for Inhibitors of the ERK Signaling Pathway using a Homogeneous Screening Assay; hit rate 0.99% among 72,000; Potency, µM (top dose mostly 57.5 µM), for the others: at the top dose activity, negative = inhibition, usual class: inhibitors; HEK293-V1b, vasopressin-stimulated pERK AlphaScreen; AID 995, 2007; further: potency means the concentration at half of the fitted maximal effect; on the % scale 0 is the no-effect control and ±100 the full control effect; nearly all actives have a fitted effect of over 55% in size
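Phosphorylated ERK1/2 detected via AlphaScreen bead proximity in lysates of V1b-expressing HEK293 cells given 25 nM vasopressin for 5 min after 30 min compound exposure (37 °C). AC50 from Hill equation; basal DMSO 0%, vasopressin 100%.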
USP2a inhib – qHTS Assay for Inhibitors of Ubiquitin-specific Protease USP2a. Ubiquitin carboxyl-terminal hydrolase 2 (Homo sapiens), O75604. USP2a enzymatic assay, qHTS inhibition. Potency, µM (top dose mostly 38.3 µM), for the others: at the highest dose activity change, negative = inhibition, most hits filed as inhibitors. hit rate 0.1% among 60,000;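 further: potency means the concentration at half of the fitted maximal effect; nearly all actives have a fitted effect of over 60% in size; plate controls were DMSO for no effect and NEM full inhibition control for full effect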
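Coupled readout: USP2-cleaved Ub-PLA2 (20nM final) turns over NBD C6-HPC (20uM final), Ex 460nm/Em 535nm after 2.5 h, time-zero read flagging artifacts. Enzyme (20nM final, pH 8.0 Tris) given 30 min RT with compound first; NEM defines full inhibition.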
TexasRed autofl – qHTS Assay for Spectroscopic Profiling in Texas Red Spectral Region; hit rate 0.06% among 59,000; max dye-equivalent concentration, M; Compound fluorescence, Texas Red channel, 547/618 nm; stronger effect = higher value; in the data active means max dye-equivalent concentration above about 10 nM; inconclusive means between about 1.1 nM and that limit
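Pin-transferred compounds and Texas Red standards go into 100 mM Tris buffer, pH 8.0. After 15 min at room temperature, plates are imaged with 547/618 nm filters. Each value is a dye-equivalent concentration derived from the per-plate dye curve.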
HEK293 cAMP cs – qHTS Assay for Agonists of the Thyroid Stimulating Hormone Receptor: Activators of Intracellular cAMP Concentrations in Parental HEK 293. parental HEK293 CNG cAMP sensor, membrane potential fluorescence. Potency, µM (top dose mostly 57.1 µM), for the others: at the highest dose activation, actives largely listed as activators. hit rate 2.5% among 73,000; further: potency means the concentration at half of the fitted maximal effect; % of control where 0% means no effect; nearly all actives have a fitted effect of over 55% in size
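Counterscreen for endogenous-receptor signalling: CNG-channel HEK 293 cells report cAMP rise by membrane depolarization. After 60 min dye equilibration with 100 uM RO 20-1724, compounds incubated 30 min before bottom-read fluorescence at 590 nm.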
Caspase-1 inhib – qHTS Assay for Allosteric/Competitive Inhibitors of Caspase-1 | Caspase-1 enzyme, Ac-WEHD-AFC fluorogenic rate | hit rate 0.03% among 75,000 | Potency, µM (titrated, usually from 57.5 µM), inactives show at the top dose activity change, negative = inhibition, actives largely listed as inhibitors | AID 900, 2007;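 further: potency means the concentration at half of the fitted maximal effect; plate controls were vehicle for no effect and no substrate for full effect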
Target sequence (P29466 120-297 limits assumed): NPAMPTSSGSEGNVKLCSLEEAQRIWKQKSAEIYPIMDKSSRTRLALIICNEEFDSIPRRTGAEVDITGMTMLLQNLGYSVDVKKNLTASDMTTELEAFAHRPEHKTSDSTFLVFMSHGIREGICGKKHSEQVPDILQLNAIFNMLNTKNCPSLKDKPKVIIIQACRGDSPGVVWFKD
Target sequence (P29466 317-404 limits assumed): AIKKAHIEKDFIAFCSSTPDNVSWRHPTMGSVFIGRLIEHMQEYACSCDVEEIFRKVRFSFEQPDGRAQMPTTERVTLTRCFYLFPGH
Starred values were filed as active, the others as inactive; i = inactive; ? = inconclusive; / = not tested or not shown; & = joins results of further samples; [ ] = dose if it differs, or a comment. Unless noted, the call rests on the fitted dose curve; in most records, active means well fitted curve in the direction sought with a large enough effect; inconclusive means small, poorly fitted or top-dose-only effect, or another doubt; inactive means no such curve, though single readings can be large; an effect the other way counts as inactive or inconclusive. Some of the compounds tested; count on the stated rates, not on these rows.

molecule	Rhodamine autofl	Caspase-7 inhib	Fluorescein fluor	HADH2 inhib	FLuc inh	Tau filament bind	ERK AVP inh	USP2a inhib	TexasRed autofl	HEK293 cAMP cs	Caspase-1 inhib
Cc1ccc(N2CC(C(N)=O)CC2=O)cc1 (configuration not stated)	i	1%	i	-1%	2%	-4%	12%	-2%	i	-2%	0%
COc1ccc(C(CC(=O)O)NS(=O)(=O)c2ccc(C)cc2)cc1OC (configuration not stated)	i	-1%	i	7%	1%	6%	24%	-2%	i	2%	-1%
COC(=O)c1ccc(OCC(=O)Nc2nn(-c3ccccc3)nc2C(N)=O)cc1	i	1%	i	?	-20%	12%	-11%	-5%	i	3%	0%
CCOC(=O)Cc1csc(NC(=O)CSc2nc3cccnc3n2CC)n1	i	0%	i	-21%	8%	-10%	3%	5%	?	-2%	2%
O=C(O)CCc1nc(-c2ccccc2-n2cccc2)no1	i	0%[11.5 µM]	i	13%[11.4 µM]	2%[11.4 µM]	-1%[11.4 µM]	13%[11.5 µM]	/	i	10%[11.4 µM]	-1%[11.5 µM]
O=S(=O)(Nc1ccccn1)c1ccc(Oc2ccccc2)cc1	i	-1%	i	7%	-1%	4%	-14%	-8%	i	-3%	0%
Cc1ccccc1C(=O)N(C)Cc1ccccc1	i	0%	i	-6%	-1%	-6%	-7%	-5%	i	17%	1%
CC(=O)Nc1cccc(NS(=O)(=O)Cc2ccc(Cl)cc2)c1	i	0%	i	0%	-1%	1%	-9%	5%	i	-4%	0%
Cc1nn(C)c(C)c1S(=O)(=O)N1CCC(C(=O)Nc2ccc3c(c2)OCCO3)CC1	/	5%	/	-3%	-20%	-17%	-10%	/	/	-10%	-1%
COc1ccc2[nH]c(=O)c(CN(CCN3CCCC3)C(=O)Nc3ccccc3Cl)cc2c1	i	-2%	i	-10%	0%	14%	-8%	202%[activator]	?	22%	2%
O=C(CNC(=O)c1ccco1)NCCCc1ccccc1	i	1%	i	11%	3%	-6%	1%	-3%	i	-11%	1%
CCOc1ccc(NS(=O)(=O)c2ccc3[nH]cc(C(=O)NC(C)CC)c(=O)c3c2)cc1 (configuration not stated)	i	1%	?	-3%	4%	3%	-13%	34%[activator]	i	-26%	1%
CC(=O)c1ccc(NC2OC(C)C(O)C(O)C2O)cc1 (configuration not stated)	i	1%	i	-21%	2%	-8%	-7%	-7%	i	1%	0%
CCn1c(C(O)c2ccc(C)cc2)nc2ccccc21 (configuration not stated)	/	-2%	/	-6%	-4%	-9%	-13%	9%	/	11%	-7%
O=C(CSc1nnc(Cn2cnc3ccccc32)o1)c1ccccc1	i	3%	i	-7%	-3%	-18%	-28%	/	?	14%	-1%
COCc1nnc(NC(=O)c2ccc(S(=O)(=O)N(C)c3ccccc3)cc2)o1	/	-1%	/	-15%	-3%	-14%	-15%	/	/	5%	1%
CCOC(=O)Cn1nnnc1CN(Cc1ccc(OC)cc1)Cc1cc2cc(C)cc(C)c2[nH]c1=O	i	0%	i	-4%	-2%	2%	-12%	31%[activator]	?	?	-4%
Cc1csc(NC(=O)CSCC(=O)Nc2ccccc2)n1	i	-2%	?	?	-2%	-10%	32µM*	-2%	i	?	0%
CCOC(=O)C1=C(C)N=c2s/c(=C/c3ccco3)c(=O)n2C1c1cccc(OC)c1 (configuration not stated)	/	-16%	/	20µM*	-2%	3.2µM*	?	44%[activator]	/	-2%	-5%
CC1(C)Cc2ccccc2-c2nc(CN3CCOCC3)[nH]c(=O)c21	i	-1%	?	13%	0%	-11%	2%	-10%	i	-1%	-1%
CCn1cc(CN(C)C(=O)CSc2nc(-c3ccco3)cc(C(F)(F)F)n2)c(C)n1	i	-2%	?	-1%	-1%	-4%	-34%	18%	i	15%	-4%
CC(C)CC(c1nnnn1C(C)C)N1CCN(c2cccc(Cl)c2)CC1 (configuration not stated)	i	-2%	i	-10%	2%	2%	-7%	-30%	i	1µM*	0%
CCOC(=O)C1CCN(S(=O)(=O)c2ccc(OCC(=O)OC)cc2)CC1	i	1%	i	17%	1%	1%	-30%	3%	i	-1%	-1%
COCc1nnc(NC(=O)CCCOc2ccccc2)s1	i	1%	i	-1%	-2%	7%	-13%	4%	i	2%	0%
CCOC(=O)Nc1ccc(S(=O)(=O)NCCCN2CCOCC2)cc1	i	2%	?	10%	0%	3%	-17%	3%	i	2%	0%
O=C(O)c1ccc(NC(=O)C2(c3ccccc3)CCOCC2)cc1	i	-1%	i	7%	1%	8%	-12%	-3%	i	3%	-1%
CCc1nnc(NC(=O)c2ccc(N3C(=O)CCC3=O)cc2)s1	/	3%	/	-13%	-1%	4%	/	/	/	5%	-1%
CCCOc1ccc(C(=O)Nc2cc(-c3nn4c(C)nnc4s3)ccc2C)cc1	/	0%	/	20%	3%	247%	/	/	/	24%	-4%
COc1ccccc1C(=O)Nc1cccc(NC(C)=O)c1	/	1%	/	-19%[11.4 µM]	-20%	-12%[11.4 µM]	?	5%[7.66 µM]	/	-3%[11.4 µM]	3%
COc1ccc(NC(=O)c2cccnc2N2CCCCC2)cc1	i	0%	i	-1%	2%	-9%	-6%	3%	i	9%	-3%
O=C(OCc1nc2ccccc2s1)c1cccs1	i	-2%	i	-9%	10µM*	-4%	10%	-2%	i	17%	0%
NS(=O)(=O)c1cc2c(cc1C(F)(F)F)NCNS2(=O)=O	i	2%	?	26%[25.6 µM]	2%&-3%[25.5 µM]	3%[25.6 µM]	25%	-10%	?	0%[25.6 µM]	2%
COC(=O)c1ccc(Cc2ccc(C(=O)OC)o2)o1	i	-7%	?	0%	2%	-20%	4%	-6%	?	12%	-5%
Cc1ccc2c(c1)c1ncnc(N3CCc4ccccc4C3)c1n2C	i	?	i	?	-15%	66%	?	8%	i	25µM*	?
CCn1c(=O)cc(OCC(=O)N(C)c2ccccc2F)c2ccccc21	/	0%	/	7%	1%	-2%	-2%	/	/	?	-1%
CC1=Nn2c(nc(-c3ccccc3)c2-c2ccccc2)N(CC(N)=O)C(=O)C1	i	0%	i	-4%	3%	9%	-8%	12%	?	-2%	1%
O=C(Nc1cccc(C(F)(F)F)c1)C1CCN(S(=O)(=O)c2cnc[nH]2)CC1	i	-1%	i	3%	-2%	1%	0%	9%	i	0%	-1%
C[C@H]1CCCC2(CC[N+](C)(CCC[N+](C)(C)C)CC2)C1 (some centres not stated)	i	-3%[11.5 µM]	i	-4%[11.4 µM]	1%[11.4 µM]	0%[11.4 µM]	-5%[11.5 µM]	/	i	1%[11.4 µM]	2%[11.5 µM]
c1nnc2c3c4c(sc3ncn12)CCC4	/	0%	/	4%[11.4 µM]	1%	22%[11.4 µM]	-5%	-4%[7.66 µM]	/	1%[11.4 µM]	-2%
CCOC(=O)N1CCN(S(=O)(=O)c2ccc3c(c2)OCC(=O)N3)CC1	i	-1%	i	3%	3%	4%	-2%	-3%	i	3%	-2%
NC1=NC(c2cccc(O)c2)n2c(nc3ccccc32)N1 (configuration not stated)	i	7%	?	6%	0%	5%	-3%	-10%	?	0%	3%
CCOc1ccc(N(CC(=O)NC(C)(C)C)C(=O)c2ccco2)cc1	i	-2%[0.00368 µM]	?	4%	2%	8%	21%	1%	?	7%	-1%
O=C(Cc1ccc(F)cc1)OCC(=O)c1cc2ccccc2o1	i	4%	?	?	-44%	0%	22%	-6%	?	12%	-2%
CC(C(=O)Nc1ccc(N2CCOCC2)cc1)N1C(=O)c2ccccc2C1=O (configuration not stated)	i	0%	i	-2%	3%	-5%	0%	0%	i	?	0%
N=C1C=CC=C2C1=NC1(CCCCC1)N2O	/	-3%	/	-29%	-7%	16µM*	?	16%	/	-14%	-2%

Screens as filed in PubChem.
